M1AAP inhibition: malaria alanyl aminopeptidase activity blockers – biochemical, fluorogenic H-Leu-NHMec substrate, 1536-well (AID 1445) | recombinant M1AAP, H-Leu-NHMec fluorogenic kinetic assay; higher % means a stronger effect | inhibition, % at 30 µM, or IC50 in µM where a hit was titrated | 0.42% of 220,000 active;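 active means primary inhibition above the hit cutoff, then over 50% inhibition at one or more dose response concentrations, cut at about 23% in these data, passing the limit was not always enough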;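 further: plate controls were DMSO full reaction for no effect and no enzyme background for full effect; strong numbers were not always called active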
Hep lipid drop: modulators of hepatic lipid droplet formation. AML12 mouse hepatocytes, oleate lipid droplets, BODIPY imaging. inhibition, % at 6.5 µM. 0.4% of 240,000 active. AID 1656;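 active means lipid droplet intensity inhibited by at least 50%, with more than 500 cells counted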
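Assay system: AML12 hepatocytes (mouse) / Also added: 100 µM oleic acid challenge / Times: overnight treatment with compound plus oleate / Detection: high-content imaging of BODIPY-stained droplets and DAPI nuclei / Evaluation: % inhibition of lipid droplet signal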
M17LAP inhibition: P. falciparum M17LAP inhibitors, primary screen, biochemical, fluorogenic H-Leu-NHMec substrate, 1536-well (AID 1619). recombinant M17LAP, H-Leu-NHMec fluorogenic kinetic assay; higher % means a stronger effect. inhibition, % at 30 µM, or IC50 in µM where a hit was titrated. 0.38% of 220,000 active;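 active means compound inhibiting the enzyme by more than half at any dose during confirmatory dose-response retesting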;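 further: plate controls were full reaction with DMSO carrier for no effect and no enzyme background for full effect; strong numbers were not always called active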
Siah-1 displacement: blockers of Siah-1 interaction with plectin peptide – biochemical, fluorescence polarization, rhodamine-plectin, uHTS, primary screen (AID 1817); Siah-1 / rhodamine-plectin peptide fluorescence polarization; higher % means a stronger effect; displacement, % at 20 µM, or IC50 in µM where a hit was titrated; 0.02% of 290,000 active;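 active means displacement of at least 50% at 20 µM, with a fluorescence ratio check between 0.3 and a set limit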;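 further: plate controls were Siah plus tracer with DMSO for no effect and tracer alone without Siah for full effect; strong numbers were not always called active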
PMI inhibitors: MPI enzyme activity inhibition – biochemical, fluorescence intensity, coupled assay, primary screen (AID 1209). purified PMI enzyme, coupled fluorescence intensity; higher % means a stronger effect. 0.42% of 190,000 active. one-dose inhibition, % at 20 µM; IC50 in µM for titrated hits;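 further: plate controls were DMSO vehicle for no effect and wells lacking substrate for full effect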
human PMI inhibitors: human PMI inhibitors, high substrate, primary screen, biochemical, fluorescence intensity, high mannose 6-phosphate (AID 1220) | 0.66% of 190,000 active | recombinant PMI enzyme, coupled fluorescence intensity; higher % means a stronger effect | one-dose inhibition, % at 20 µM; IC50 in µM for titrated hits
K1F lysis inhibition: inhibition of K1F phage lysis, E. coli UTI89, bacterial capsule biogenesis inhibitors, alamar blue (AID 488966); one-dose inhibition, % at 100 µM; IC50 in µM for titrated hits; 0.02% of 340,000 active; E. coli UTI89 K1F phage lysis, alamar blue, 2 h; higher % means a stronger effect;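 active means phage lysis inhibition, versus mean bacterial control, above a set limit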;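 further: capsule biogenesis inhibitors block K1F phage lysis so surviving cells raise fluorescence; higher fluorescence means more inhibition of phage lysis; actives were called in the ten point dose series up to 300 µM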
TNAP activators: human TNAP enzyme activators, primary screen, biochemical, luminescent, no phosphate acceptor, uHTS (AID 1001). purified TNAP, luminescent activation assay, no phosphate acceptor; higher activation fold means a stronger effect. activation fold at 20 µM; hits with a dose series show EC50 in µM. 0.03% of 200,000 active; in the data active means activation fold from about 3, or a potency from the dose series; inactive means the rest, 99 in 100 with activation fold below about 1.6; further: many of its hits are not listed in these tables
XIAP antagonists: small molecules displacing peptide from XIAP – biochemical, IAP family, fluorescence polarization (AID 1018). XIAP BIR domain, fluorescence polarization peptide displacement; higher % means a stronger effect. one-dose displacement, % at 20 µM; IC50 in µM for titrated hits. 0.007% of 200,000 active; in the data active means displacement above about 50%; further: a part of the inactive calls stands beside numbers as strong as those of hits
Hep lipid drop cells 6.5 µM: further read-out of Hep lipid drop, marked with its call; cell count; measured here: cell count, cytotoxicity flag;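 cells counted across two imaged fields per well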
The depositor's hits bear a star; . = no result given; [ ] = another dose, or the depositor's remark. Unless noted, no stated cut-off is given here; in the data, active means inhibition above about 50%; inactive means the rest. Hits appear at their usual frequency; overall some 1.9% were active at least once.

SMILES | M1AAP inhibition | Hep lipid drop | Hep lipid drop cells 6.5 µM | M17LAP inhibition | Siah-1 displacement | PMI inhibitors | human PMI inhibitors | K1F lysis inhibition | TNAP activators | XIAP antagonists
Nc1nc2nccc(-c3ccccn3)n2n1 | 2.7% | 9.1 | 701 | -82.6% | -0.5% | 5.5% | 4.4% | -1.1% | 1 | -11.7%
COc1ccc(CCN2C(=O)C(Oc3ccccc3)C2c2ccc3c(c2)OCO3)cc1 (stereo not given) | -3.9% | -9.0 | 553 | -7.4% | -1.6% | 7.7% | -4.8% | 1.4% | 1 | -8.4%
COc1cc(/C=C2\NC(=S)N(C)C2=O)ccc1O | 5.1% | -3.4 | 737 | 20.1% | -8.0% | -2.1% | -3.4% | 1.6% | 0.6 | -9.1%
Cn1nc(C(F)(F)F)c(-c2cccc(C(F)(F)F)c2)c1NC(=O)CSCC(=O)O | -0.5% | -26.3 | 518 | -8.6% | -3.8% | . | . | -0.6% | . | .
CC(=O)NCCNC(=O)c1ccc(CSc2ccc(Cl)cc2)cc1 | 2.8% | -8.7 | 690 | 3.5% | -7.1% | 6.0% | 13.0% | 0.3% | 1 | -10.0%
O=C1c2ccccc2C(=O)N1CCc1csc(-c2ccccc2)n1 | -0.6% | -0.4 | 627 | 9.7% | -2.0% | 11.0% | 8.9% | 0.9% | 1 | -1.8%
Cc1nn(Cc2c(Cl)cccc2Cl)c(C)c1NC(=O)c1cnn2c(C(F)F)cc(-c3ccccc3)nc12 | 3.8% | . | . | -1.5% | 1.5% | 18.1% | 12.5% | 2.8% | 1.1 | -5.9%
CCOc1ccccc1N1CCN(CC(=O)N(CC(C)C)c2c(N)n(CC(C)C)c(=O)[nH]c2=O)CC1 | -2.3% | 18.3 | 720 | -0.3% | 3.1% | -1.8% | -1.7% | -0.2% | 1.1 | -0.6%
Cc1ccc(NC(=O)C(=O)NC(C)C2COc3ccccc3O2)cc1 (stereo not given) | 8.6% | . | . | -5.3% | 0.9% | -1.4% | -4.6% | 1.6% | 1.1 | -1.9%
O=c1cc(O)c2sc3nc(C(F)(F)F)c4c(c3c2[nH]1)CCCCC4 | 11.8% | -1.8 | 695 | 30.7% | -4.0% | -30.7% | -6.2% | -0.1% | 1 | -8.0%
O=C(CSc1nc2ccccc2s1)Nc1ncccn1 | -2.5% | . | . | -0.7% | -6.5% | -1.9% | -3.6% | 5.1% | 1 | 2.4%
Cc1c(C(=O)Nc2ccc3c(c2)OCO3)sc2ncn(CC(=O)N3CC(C)CC(C)C3)c(=O)c12 (stereo not given) | 11.1% | 23.9 | 821 | -6.0% | -0.7% | 7.0% | -0.4% | 7.4% | 1.1 | -8.0%
N#CCCN(C(=O)COC(=O)c1ccc(S(=O)(=O)Nc2ccccc2)cc1)c1ccccc1 | 2.5% | -0.1 | 686 | 6.5% | 6.2% | -0.3% | -2.3% | 1.1%[50 µM] | 1.1 | -8.1%
O=C1Nc2c(Br)cc(Br)cc2C1(O)N1CCOCC1 (stereo not given) | 2.6% | . | . | -3.3% | 2.0% | 21.7% | 55.6%* | -0.2% | 1 | -2.0%
Cc1ccc(-c2c[n+](CC(=O)Nc3ccc(C)cc3C)c3n2CCC3)cc1 | 2.4% | -12.9 | 677 | -5.4% | 10.1% | . | . | -0.6% | . | .
CC1Cc2nc(SCC(=O)NCC3CCCO3)n(Cc3ccccc3)c(=O)c2S1 (stereo not given) | -0.4% | -25.8 | 756 | -1.5% | 3.1% | -7.8% | -11.0% | -0.6%[50 µM] | 1 | -1.0%
CC1CC(C)CN(S(=O)(=O)c2ccc(F)c(C(=O)Nc3ccc(Cl)cc3F)c2)C1 (stereo not given) | 9.3% | 1.8 | 787 | -3.4% | -1.0% | -4.0% | -3.2% | 0.6% | 1.1 | -2.5%
CN1CCC(NC(=O)c2cccs2)CC1 | -7.9% | 11.7 | 620 | 2.4% | -1.8% | 11.9% | 5.9% | 2.2% | 1.1 | -2.3%
COc1cc(NC(=O)CCCSc2nc(-c3ccco3)cc(C(F)(F)F)n2)cc(OC)c1OC | 5.8% | -59.2 | 741 | 6.1% | 2.6% | 18.8% | 27.2% | 0.6% | 1 | -7.1%
Cc1ccc2c(c1)N(CC(=O)N(Cc1ccc3c(c1)OCO3)CC1CCCO1)C(=O)C(C)O2 (stereo not given) | 9.0% | . | . | 14.0% | 0.1% | 9.4% | 7.8% | 7.0% | 1 | -4.5%
N#Cc1c(-c2ccccc2Cl)c2c([nH]c1=O)-c1ccccc1OC2 | 21.4% | -44.2 | 686 | -31.7% | -6.1% | . | . | -1.9% | . | .
CN(C)Cc1ccccc1Cc1ccccc1 | 3.9% | -0.5 | 679 | -9.1% | 0.1% | -13.9% | -9.4% | 1.1%[50 µM] | 1.1 | 0.3%
COc1c(C(C)C)cc(NC(C)=O)cc1C(C)C | 7.2% | 1.3 | 767 | -2.6% | 1.7% | -3.0% | -3.1% | 0.2% | 1.1 | -17.4%
Cn1ccs/c1=N\C(=O)Nc1ccccc1 | 0.0% | -1.7 | 759 | 3.1% | -0.9% | 13.0% | 7.0% | -2.0% | 1.1 | 1.4%
CC1(C)CC(=O)C=C(Nc2cccc(O)c2)C1 | 18.8% | . | . | 4.8% | 5.2% | 0.9% | 2.0% | 1.3% | 1.2 | -6.0%
C[C@@H]1O[C@@H](O[C@H]2[C@H](Oc3cc(O)c4c(c3)O[C@H](c3ccc(O)cc3)CC4=O)O[C@H](CO)[C@@H](O)[C@@H]2O)[C@H](O)[C@H](O)[C@H]1O | 9.6% | 9.8 | 725 | 6.7% | -0.4% | -7.7% | 0.0% | 2.4% | 1.1 | -6.0%
O=C(Nc1cccc(S(=O)(=O)N2CCOCC2)c1)c1ccc(N2CCOCC2)c([N+](=O)[O-])c1 | 18.9% | -1.0 | 654 | 3.6% | 0.8% | 20.0% | 13.4% | 2.5% | 0.9 | -12.0%
COc1ccc(OC)c(NC(=O)CSc2nnc(Cc3cccn3C)n2CCc2ccccc2)c1 | 9.2% | . | . | 2.0% | 4.6% | 10.8% | 1.4% | 2.7% | 1.1 | -1.3%
CC12C=CC3(CN(Cc4ccccc4)C(=O)C3C1C(=O)NC1CC1)O2 (stereo not given) | 3.0% | . | . | 8.2% | -0.7% | 2.6% | 2.9% | 2.6% | 1.1 | -1.8%
COC(=O)c1nn(-c2ccc(OC)cc2)c(=O)cc1Sc1ccc(C)cc1 | 0.2% | . | . | 1.8% | 23.4% | 12.3% | 17.5% | . | 1 | -4.8%
CCOC(=O)c1cnc(-n2[nH]c(C)c(Cc3ccccc3)c2=O)[nH]c1=O | -7.9% | 22.5 | 670 | 12.2% | 5.8% | -7.1% | -7.7% | -0.9% | 2.1 | -5.3%
COc1cc(C2NC(=O)NC(C)=C2C(=O)OCc2ccc(C)cc2)cc(OC)c1O (stereo not given) | 10.7% | . | . | -1.6% | 1.0% | 21.7% | 44.7% | -3.5% | 1.3 | -2.0%
CCOC(=O)C(C)Oc1ccc(NC(=O)C(Cl)Cl)cc1 (stereo not given) | 11.8% | 12.4 | 746 | 8.2% | 14.1% | . | . | 0.1% | . | .
COc1ccc(OC)c(/C=C/C(=O)NC2=NCCS2)c1 | -1.3% | 8.2 | 666 | 3.8% | -0.4% | -4.4% | -4.6% | 0.2% | 1.2 | -3.1%
COc1ccc(NC(=O)COC(=O)/C=C/c2ccccc2[N+](=O)[O-])cc1OC | 1.5% | -31.1 | 496 | -1.1% | 10.4% | 9.3% | 2.0% | -0.9% | 1.2 | -2.4%
CN(c1cccc(NS(=O)(=O)c2cccs2)c1)S(C)(=O)=O | 1.2% | 18.7 | 783 | -3.9% | 12.5% | 6.5% | 8.8% | 0.2% | 1.1 | -4.9%
CC(C)NC(=O)C1CCN(Cc2cnn(-c3ccccc3)c2-n2cccc2)CC1 | 7.8% | . | . | 3.5% | 0.0% | -1.9% | -0.6% | 0.5% | 1.1 | -3.9%
COc1ccccc1OCC(=O)N/N=C1\CCCCc2ccccc21 | -0.1% | -23.6 | 740 | 0.3% | -3.5% | . | . | 1.0%[50 µM] | . | .
CCC(C)(C)NC(=O)C(OC(=O)c1cc2sccc2n1C)c1ccc(OC)cc1 (stereo not given) | 3.7% | . | . | -12.1% | 3.0% | 4.5% | 4.5% | 3.8% | 0.9 | -4.5%
COc1ccc(N(CC(=O)Nc2ccc(F)cc2)S(=O)(=O)c2ccccc2[N+](=O)[O-])c(OC)c1 | 21.2% | -3.7 | 575 | -4.1% | -2.3% | . | . | 0.5% | 1 | -2.4%

Full records, looked up by structure.
Results for `O=C(Nc1cccc(S(=O)(=O)N2CCOCC2)c1)c1ccc(N2CCOCC2)c([N+](=O)[O-])c1` : M1AAP inhibition: 18.9%; Hep lipid drop: -1.0; Hep lipid drop cells 6.5 µM: 654; M17LAP inhibition: 3.6%; Siah-1 displacement: 0.8%; PMI inhibitors: 20.0%; human PMI inhibitors: 13.4%; K1F lysis inhibition: 2.5%; TNAP activators: 0.9; XIAP antagonists: -12.0%
Results for `COc1ccc(OC)c(NC(=O)CSc2nnc(Cc3cccn3C)n2CCc2ccccc2)c1` : M1AAP inhibition: 9.2%; Hep lipid drop: .; Hep lipid drop cells 6.5 µM: .; M17LAP inhibition: 2.0%; Siah-1 displacement: 4.6%; PMI inhibitors: 10.8%; human PMI inhibitors: 1.4%; K1F lysis inhibition: 2.7%; TNAP activators: 1.1; XIAP antagonists: -1.3%

Continuation.
SMILES | M1AAP inhibition | Hep lipid drop | Hep lipid drop cells 6.5 µM | M17LAP inhibition | Siah-1 displacement | PMI inhibitors | human PMI inhibitors | K1F lysis inhibition | TNAP activators | XIAP antagonists
O=C(NN=C1CCCCCC1)c1cccnc1 | 5.1% | 6.7 | 683 | -4.7% | -3.8% | -15.9% | -6.8% | 0.1% | 0.7 | 1.9%
CC(C)C(=O)Nc1nnc(-c2ccco2)s1 | 3.0% | 10.1 | 719 | -4.2% | -3.9% | . | . | . | . | .
CCC1CCCCN1C(=O)c1cc(COc2ccc3ncccc3c2)on1 (stereo not given) | -5.5% | -89.9 | 683 | -1.8% | 6.7% | 12.1% | 9.8% | 0.0% | 1.1 | -2.4%
Nc1[nH]n2c(=O)cc(-c3ccccc3)nc2c1N=Nc1ccccc1 | -4.1% | . | . | 18.1% | 2.9% | 26.3% | 4.7% | 0.5% | 0.9 | 0.7%
C=C(C)CSc1nnc2n(Cc3ccccc3)c(=O)c3c4c(sc3n12)CCC4 | 3.6% | . | . | -0.7% | 0.5% | 6.5% | 1.8% | 0.4% | 1.1 | -3.0%
COc1ccc(N2C(=S)NC3c4cc(Cl)ccc4OC2(C)C3C(=O)N(C)C)cc1 (stereo not given) | -7.3% | -5.3 | 705 | 0.2% | -2.4% | -22.7% | -12.1% | 0.1% | 1.1 | -8.1%

Source: PubChem
